Bioassay records as filed in PubChem.
AGP1-GFP MLPCN – modulators of AGP1-GFP expression in yeast TOR pathway, primary screen, cell-based, multiplex flow cytometry, S. cerevisiae, MLPCN library; GFP response vs DMSO, % at 10 µM; 3 h; GFP as percent of DMSO wells; 320,000 compounds, 0.02% hits; AID 2066, 2009;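 active = GFP response relative to DMSO above a set limit, near screen average plus 3 SD, cut at about 150% in these data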;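 also: median GFP channel fluorescence of the gated AGP1 strain per well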
RPL19A TOR yeast – RPL19A-GFP expression modulators in yeast, primary screen, cell-based, S. cerevisiae, multiplex flow cytometry, MLPCN | S. cerevisiae RPL19A-GFP strain, 3 h; hits give low values | percent response vs DMSO, % at 10 µM | 330,000 compounds, 0.3% hits | AID 2025, 2009;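 active = percent response vs DMSO below 50%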;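 also: median channel GFP fluorescence of the barcoded RPL19A-GFP strain; ratio of sample median GFP to plate DMSO average so 100% = DMSO; lower means less RPL19A-GFP as with rapamycin TOR inhibition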
CIT2-GFP yeast – modulators of CIT2-GFP expression in yeast, primary screen, S. cerevisiae, GFP fusion, multiplex flow cytometry, MLPCN library; S. cerevisiae CIT2-GFP strain, 3 h; 100 means same as DMSO wells; GFP response vs DMSO, % at 10 µM; 320,000 compounds, 0.065% hits; AID 2029, 2009;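 active = GFP response relative to DMSO above a set limit, near the screen mean plus 3 SD, cut at about 150% in these data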;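 also: ratio of well median GFP fluorescence to mean of DMSO wells on the plate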
Yeast superoxide – reduction of superoxide in aged yeast, primary screen, HTS | superoxide response (% of plate mean), % at 10 µM | S. cerevisiae aged cells, superoxide DHE fluorescence; hits give low values | 330,000 compounds, 0.18% hits;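 active = superoxide response under a set limit, about three screen SD below normal, cut at about 65% in these data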;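 also: yeast aged for seven days with compound at 30 °C before DHE staining; 100% = average MFI of all compound-treated wells on the plate with controls excluded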
MEP2 TOR yeast – modulators of MEP2-GFP levels in yeast, primary screen, S. cerevisiae, multiplex flow cytometry, MLPCN library. 330,000 compounds, 0.51% hits. GFP response vs DMSO, % at 10 µM. S. cerevisiae MEP2-GFP strain, 3 h; 100% = DMSO control level;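 active = GFP response versus DMSO above a set limit, roughly screen mean plus 3 SD, cut at about 180% in these data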;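 also: median GFP fluorescence of the barcode-gated MEP2-GFP cells per well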
Efflux pump inh – inhibitors of Candida efflux pumps in yeast, primary screen, S. cerevisiae, Nile Red, multiplex | S. cerevisiae Candida pump triplex | inhibition, % at 10 µM | 330,000 compounds, 0.44% hits | AID 485275, 2010;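 active = plate passing quality check with inhibition over a set limit, or well fluorescence over plate mean plus 4 SD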;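 also: Nile Red retained in pooled yeast measured as flow cytometry median fluorescence; 0% = buffer negative control and 100% = Enniatin B positive control; higher means more Nile Red kept so more efflux inhibition; some compounds called inactive have numbers as strong as hits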
AHR act – AHR activators, primary screen, cell-based, luminescence, luciferase reporter, human | AHR-responsive luciferase reporter cells | activation, % at 5 µM | 320,000 compounds, 2.5% hits | AID 2796, 2010; in the data active = activation above about 47%;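 also: 0% = vehicle wells and 100% = reference agonist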
Target sequence (P35869 whole entry, looked up): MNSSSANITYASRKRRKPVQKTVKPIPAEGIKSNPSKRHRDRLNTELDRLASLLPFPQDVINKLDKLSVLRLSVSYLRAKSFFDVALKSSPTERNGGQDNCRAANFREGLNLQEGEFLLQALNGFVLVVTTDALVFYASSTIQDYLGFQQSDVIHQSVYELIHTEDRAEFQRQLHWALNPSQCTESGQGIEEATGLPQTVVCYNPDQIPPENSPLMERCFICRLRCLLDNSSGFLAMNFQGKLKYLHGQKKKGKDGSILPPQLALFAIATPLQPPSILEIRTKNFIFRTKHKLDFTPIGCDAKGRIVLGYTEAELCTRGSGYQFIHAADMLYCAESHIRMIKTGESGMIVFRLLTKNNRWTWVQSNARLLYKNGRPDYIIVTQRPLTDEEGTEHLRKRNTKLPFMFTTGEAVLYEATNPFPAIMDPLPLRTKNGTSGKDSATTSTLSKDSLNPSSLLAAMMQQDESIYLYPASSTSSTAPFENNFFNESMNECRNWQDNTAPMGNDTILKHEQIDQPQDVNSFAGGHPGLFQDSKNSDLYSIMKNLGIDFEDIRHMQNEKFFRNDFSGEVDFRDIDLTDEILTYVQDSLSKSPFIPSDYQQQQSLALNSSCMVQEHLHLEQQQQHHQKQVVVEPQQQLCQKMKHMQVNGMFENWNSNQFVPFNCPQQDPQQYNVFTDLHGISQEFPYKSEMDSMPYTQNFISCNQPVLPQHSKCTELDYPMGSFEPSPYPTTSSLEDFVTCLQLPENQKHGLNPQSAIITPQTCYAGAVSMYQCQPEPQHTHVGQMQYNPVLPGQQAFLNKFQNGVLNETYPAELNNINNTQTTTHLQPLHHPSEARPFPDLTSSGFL
LAP4-GFP MLPCN – modulators of LAP4-GFP expression in yeast, primary screen, S. cerevisiae, multiplex flow cytometry, MLPCN library. GFP response vs DMSO, % at 10 µM. 320,000 compounds, 0.34% hits. 3 h; median GFP as percent of DMSO wells;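 active = GFP response vs DMSO above a set limit, about the screen mean plus 3 SD, cut at about 150% in these data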
Active calls of the source: *; nt = no result given.

SMILES	AGP1-GFP MLPCN	RPL19A TOR yeast	CIT2-GFP yeast	Yeast superoxide	MEP2 TOR yeast	Efflux pump inh	AHR act	LAP4-GFP MLPCN
CC(=O)C1=C(C)NC(SCSc2ccccc2)=C(C#N)C1c1cccnc1 (stereo not drawn)	100	98	101	100	98	0.0	3	103
CCOC(=O)C1CCCN(CC(=O)Nc2c(C(=O)OC)[nH]c3ccc(C)cc23)C1 (stereo not drawn)	100	101	98	103	107	0.0	5	95
Cc1cc(C)n(-c2ccccc2[N+](=O)[O-])n1	99	96	99	100	98	-0.1	0	95
CCCCNC(=O)CCc1c(C)nc2c(c(C)nn2-c2ccccc2)c1C	99	99	100	105	106	-0.1	nt	98
COc1ccccc1Cn1c(=S)[nH]c2cc(C(=O)NCCCN3CCOCC3)ccc2c1=O	93	95	99	89	96	0.0	2	91
COc1cccc(-c2nnc(SCC(=O)N(C(C)C)C(C)C)o2)c1	94	95	81	110	94	0.1	11	97
O=C(COC(=O)c1cccc(OC(F)F)c1)NC1CCCC1	101	98	102	87	113	-0.1	0	104
Cc1onc(-c2ccccc2Cl)c1C(=O)N1CCN(C/C=C/c2ccccc2)CC1	72	106	63	93	89	0.0	3	90
CC(C)(C)c1ccc(C(=O)Cn2nc(C(=O)O)c3ccccc3c2=O)cc1	105	99	91	103	99	-0.1	1	101
Cc1ccc2c(c1)N(C(=O)CCC(=O)NC1CCC(C)CC1)CCO2 (stereo not drawn)	98	101	105	101	101	0.0	8	101
CN1CCN(c2ccc(CNS(=O)(=O)c3ccc(Cl)cc3)cc2)CC1	107	96	97	109	98	0.0	-1	107
C=CCOc1c(Br)cc(/C=C2/NC(=S)N(C(C)=O)C2=O)cc1OC	96	111	105	94	116	0.1	14	100
Cn1c(Cc2ccc3c(c2)OCO3)nnc1SCC(=O)NC1CCCC1	91	90	96	90	92	-0.1	3	89
O=S(=O)(Nc1nc2ccccc2s1)c1ccc(Cl)s1	104	99	98	115	101	-0.1	15	103
CCc1nc(Nc2ccccc2OC)c2oc3ccccc3c2n1	94	99	97	109	98	0.1	15	91
COc1cccc(CNCCO)c1OCc1ccc(Cl)cc1	96	94	84	86	90	0.1	6	112
Cc1ccccc1-c1coc2cc(O)ccc2c1=O	108	106	98	100	109	-0.3	7	111
O=C(Nc1ccc(SC(F)F)cc1)c1ccc(F)cc1	89	101	99	105	97	0.0	-1	99
O=C(O)C(Cc1c[nH]c2ccccc12)NS(=O)(=O)c1ccc2ccccc2c1 (stereo not drawn)	92	96	92	108	106	0.0	12	98
COc1cccc(CN(C(=O)c2ccccc2Br)C2CCS(=O)(=O)C2)c1 (stereo not drawn)	101	94	99	99	95	-0.1	2	100
COc1cccc(CC(=O)NNC(=O)c2c(-c3ccccc3)noc2C)c1	111	104	103	109	105	-0.1	1	120
CN(C)/C=N/c1ncc(-c2ncc(C(F)(F)F)cc2Cl)cn1	107	98	111	103	98	-0.1	0	96
COc1ccc(CC(=O)OCC(=O)Nc2c(C)n(C)n(-c3ccccc3)c2=O)cc1OC	96	99	100	90	95	0.1	20	100
COc1ccc(-n2nc(C(=O)NCC(=O)NCCCN3CCN(C)CC3)c3ccccc3c2=O)cc1OC	92	106	106	121	106	0.2	2	90
COc1ccc(CNC(=O)CCn2c(=O)oc3ccccc32)c(OC)c1	102	98	96	98	99	-0.2	0	104

Given as a markdown table: five of the compounds above
| compound | AGP1-GFP MLPCN | RPL19A TOR yeast | CIT2-GFP yeast | Yeast superoxide | MEP2 TOR yeast | Efflux pump inh | AHR act | LAP4-GFP MLPCN |
| --- | --- | --- | --- | --- | --- | --- | --- | --- |
| COc1cccc(CC(=O)NNC(=O)c2c(-c3ccccc3)noc2C)c1 | 111 | 104 | 103 | 109 | 105 | -0.1 | 1 | 120 |
| COc1cccc(-c2nnc(SCC(=O)N(C(C)C)C(C)C)o2)c1 | 94 | 95 | 81 | 110 | 94 | 0.1 | 11 | 97 |
| O=C(O)C(Cc1c[nH]c2ccccc12)NS(=O)(=O)c1ccc2ccccc2c1 (stereo not drawn) | 92 | 96 | 92 | 108 | 106 | 0.0 | 12 | 98 |
| COc1ccc(CC(=O)OCC(=O)Nc2c(C)n(C)n(-c3ccccc3)c2=O)cc1OC | 96 | 99 | 100 | 90 | 95 | 0.1 | 20 | 100 |
| CCOC(=O)C1CCCN(CC(=O)Nc2c(C(=O)OC)[nH]c3ccc(C)cc23)C1 (stereo not drawn) | 100 | 101 | 98 | 103 | 107 | 0.0 | 5 | 95 |

Further results
SMILES	AGP1-GFP MLPCN	RPL19A TOR yeast	CIT2-GFP yeast	Yeast superoxide	MEP2 TOR yeast	Efflux pump inh	AHR act	LAP4-GFP MLPCN
CC(=O)Nc1ccc(S(=O)(=O)NC(CC(=O)NCCCN2CCOCC2)C(C)C)cc1 (stereo not drawn)	97	98	100	84	105	-0.1	1	100
CC(C)(C)N1C(=O)c2ccc(C(=O)NCc3ccco3)cc2C1=O	95	97	97	95	93	-0.2	4	91
O=C(Nc1ccc(S(=O)(=O)Nc2ncccn2)cc1)c1ccc(Br)o1	102	100	90	102	93	-0.1	0	101
CCOc1ccc(CN2CCN(C(=O)c3cccc(F)c3)CC2)cc1	98	96	92	118	104	0.0	-5	94
CC(C)C(NC(=O)c1ccc(C(C)(C)C)cc1)C(=O)O (stereo not drawn)	105	101	105	95	101	-0.1	0	100
CCCn1c(N)c(N(CCOC)C(=O)c2ccc([N+](=O)[O-])c(C)c2)c(=O)[nH]c1=O	103	104	103	99	102	-0.1	0	92
CC(=O)C(Cc1ccccc1)NC(=O)CN(C)Cc1ccccc1Cl (stereo not drawn)	96	100	104	110	106	-0.1	1	96
C/C(=N\NC(=O)c1ccc(CN2CCc3ccccc3C2)cc1)c1ccccc1O	104	97	96	92	101	0.1	16	102
Cc1ccccc1Nc1cc2ccccc2c(=O)[nH]1	90	97	93	114	96	0.0	27	96
CCOC(=O)N1CCC(N(CCCOC)C(=O)Nc2cccc(OC)c2)CC1	101	95	105	108	99	0.0	4	89
Cc1cc(C)cc(NC(=O)C2CCN(S(=O)(=O)c3ccc4[nH]c(=O)ccc4c3)CC2)c1	103	106	96	108	100	0.0	15	95
CCN(C(=O)COC(=O)C1CCN(S(=O)(=O)c2ccc(C)c(C)c2)CC1)C1CCCCC1	104	104	91	80	107	0.3	-2	108
CCOc1ccc(S(=O)(=O)Nc2ccc(S(=O)(=O)Nc3cc(OC)ccc3OC)cc2)cc1	105	104	nt	114	104	0.1	-2	95
CC1=C(C(=O)OCc2ccccc2)C(c2ccccc2Cl)NC(=O)N1C (stereo not drawn)	99	101	97	107	99	-0.2	4	94
Cc1noc(C)c1CSc1nnc(-c2cc(Cl)ccc2Cl)n1N	95	99	nt	98	95	0.1	21	90
O=C(NCc1nnc(SCC(=O)N2CCOCC2)o1)c1ccccc1F	98	100	95	104	96	-0.2	-1	101
CC1=NN(c2nc(-c3ccccc3)cs2)C(=O)C1N=Nc1ccccc1 (stereo not drawn)	106	102	105	93	100	0.3	46	106
Cc1c(OCC(=O)N[C@H](C(=O)O)c2ccccc2)ccc2c3c(c(=O)oc12)CCCC3	101	95	94	121	96	0.0	-1	102
NC(=O)CSc1nnc(-c2cnccn2)n1-c1ccccc1	87	89	90	136	89	0.0	1	89
COc1ccc([C@H]2CC(=O)C=C(/C=C/c3ccccc3)C2)cc1OC	100	99	97	86	96	-0.1	4	117
CCOCc1[nH]c(=S)[nH]c(=O)c1Cc1ccc(OCC)cc1	95	97	88	93	92	0.0	-1	96
COc1ccc(N2C(=O)c3ccccc3NC2c2cccnc2)cc1 (stereo not drawn)	97	100	82	95	95	0.0	-1	91
CCOC(=O)Cc1csc(NC(=O)/C=C/c2ccc(Br)o2)n1	99	94	93	116	93	-0.1	3	108
COc1ccc(C(=O)NC2CCCCCC2)cc1OC1CCN(C(C)=O)CC1	109	104	107	98	102	0.2	2	98
Cc1noc(C)c1CSc1nnc(-c2ccncc2)n1-c1ccc(Cl)c(Cl)c1	94	95	92	107	96	0.0	-2	99
Remaining list, next part
SMILES	AGP1-GFP MLPCN	RPL19A TOR yeast	CIT2-GFP yeast	Yeast superoxide	MEP2 TOR yeast	Efflux pump inh	AHR act	LAP4-GFP MLPCN
CCN(CC)C(=O)c1sc2nc(N3CCOCC3)c3c(c2c1N)CCCC3	101	103	106	111	96	0.2	20	82
CC1CCN(C(=O)Cn2cc(S(=O)(=O)CC(=O)N3CCOCC3)c3ccccc32)CC1	104	105	107	93	101	-0.1	-1	98
COc1cccc(C(=O)NCCS(=O)(=O)N2CCCCCC2)c1	108	102	106	100	98	-0.1	2	108
COc1ccc(-n2nc(C(=O)NCC(=O)Nc3cccc(NC(C)=O)c3)c3ccccc3c2=O)cc1	107	97	111	104	91	0.1	0	107
O=S(=O)(c1ccc(Cl)cc1)c1nc(-c2ccco2)oc1N1CCOCC1	103	100	101	90	98	0.0	1	104
O=C(Nc1cccc(NS(=O)(=O)c2ccc(S(=O)(=O)NC3CC3)cc2)c1)c1ccccn1	101	96	95	101	99	0.1	6	101
Brc1ccc(Nc2ncnc3[nH]ncc23)cc1	113	102	102	97	107	-0.1	22	112
Cc1ccc2c(c1)c1c(n2CC(O)CN2CCC(C)CC2)CCCC1 (stereo not drawn)	104	102	92	90	101	-0.2	2	101
CCc1sc(NC(=O)c2cc3ccccc3oc2=O)nc1-c1cccs1	98	107	106	100	97	-0.2	16	91
CSc1nc2n(n1)C(c1cccs1)C1=C(CCCC1=O)N2 (stereo not drawn)	110	103	110	109	105	-0.2	1	106
O=C(Cn1c(SCc2ccccc2)nc2ccccc21)N1CCOCC1	104	97	99	84	103	-0.1	2	96
O=C1C(CCCNC(=S)NCc2ccccc2)NC(=S)N1Cc1ccccc1 (stereo not drawn)	97	103	100	95	100	0.1	-1	91
CS/C(=N\S(=O)(=O)c1ccccc1)c1ccccc1	102	99	92	115	92	0.1	-2	99
Cc1cccc(NC(=O)CSc2nc3[nH]ncc3c(=O)[nH]2)c1	101	100	101	102	98	-0.3	1	103
CNc1c(NS(=O)(=O)c2ccc(Cl)cc2)c(=O)oc2ccccc12	90	97	93	92	95	-0.4	-1	81
CCOc1ccc(NC(=O)CN(C)C(=O)c2ccccc2-n2cnnn2)cc1OCC	111	102	100	97	98	0.0	12	107
O=C(c1ccccc1)C(Sc1ncn[nH]1)c1ccccc1 (stereo not drawn)	90	91	91	98	92	-0.1	-2	87
O=C(Nc1ccc(-c2ccc(N3CCCCC3)nn2)cc1)c1ccco1	111	94	88	91	93	0.0	2	111
COC(=O)c1cnn2c(C(F)(F)F)cc(-c3ccco3)nc12	82	88	82	100	94	0.0	2	nt
Cc1ccc(C2NC(=O)CCC2[N+](=O)[O-])cc1 (stereo not drawn)	104	96	102	86	103	-0.4	0	99
COc1cc(C)ccc1OCc1cc(C(=O)N(Cc2nccn2C)C(C)C)no1	94	103	110	97	123	-0.3	20	98
CCN(CC)CCCNC(=O)CNC(=O)c1nn(-c2ccc(OC)c(OC)c2)c(=O)c2ccccc12	90	98	97	89	99	0.1	-1	82
COc1ccccc1NS(=O)(=O)c1ccc(C(=O)NCC(c2ccc(F)cc2)N2CCOCC2)cc1 (stereo not drawn)	91	92	92	104	90	-0.1	0	87
CCCNC(=S)N1CCC(C(=O)c2ccc(F)cc2)CC1	102	102	102	104	104	-0.1	-1	94
O=C(NN=C1CCC(=NNC(=O)c2cccnc2)CC1)c1cccnc1	108	101	112	92	100	-0.1	25	109
CCS(=O)(=O)N1CCN(Cc2c[nH]c3ccccc23)CC1	91	94	94	112	85	0.2	10	91
CN1/C(=C\C(=O)COC(=O)Cn2nnc(-c3ccccc3)n2)C(C)(C)c2ccccc21	97	100	91	103	105	0.1	3	104
CCc1noc(C)c1C(=O)NNC(=O)c1ccccc1	96	93	98	104	101	0.0	-1	97
